Screening data deposited in PubChem by several laboratories.
MrgX1 PAM = allosterically activates human MrgX1 receptor signaling | Q96LB2 | 0.63% of 310,000 active | B-score at 10 µM | MrgX1-HEK293, Fluo-4 calcium flux, FDSS; hits give high values;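 active = plate-corrected calcium response at least 3 library SD above typical, normal starting fluorescence, not activating the receptor alone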;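 note: compound read alongside a low EC10 to EC30 dose of BAM8-22 agonist; peak minus trough fluorescence over baseline measured at the second addition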
Target sequence (Q96LB2 whole entry, looked up): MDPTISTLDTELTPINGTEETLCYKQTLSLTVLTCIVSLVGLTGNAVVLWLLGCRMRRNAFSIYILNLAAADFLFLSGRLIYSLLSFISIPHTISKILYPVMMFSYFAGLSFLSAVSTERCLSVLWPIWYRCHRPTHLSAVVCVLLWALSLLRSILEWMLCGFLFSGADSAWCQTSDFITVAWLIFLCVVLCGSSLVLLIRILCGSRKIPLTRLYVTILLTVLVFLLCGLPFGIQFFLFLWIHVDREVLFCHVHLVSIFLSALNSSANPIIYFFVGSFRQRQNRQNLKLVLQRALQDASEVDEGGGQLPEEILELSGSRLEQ
AI-2 QS mod = modulates the Vibrio harveyi AI-2 quorum sensing system | 0.4% of 300,000 active | Vibrio harveyi JMH597 AI-2 luminescence/OD600 ratio, 9 h; hits give low values; strain lacks LuxN and CqsS sensors; 0 = neutral-control median | activity change, % at 7.5 µM | AID 2094; in the data active = activity change below about -75%, passing the limit was not always enough; inconclusive = no clear call, values can overlap the other calls;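 note: luminescence divided by OD600 gain over 9 h not by final OD600 alone; inactives centre near 13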
TRPC6 act = mouse TRPC6 channel activation | HEK293-TRPC6 membrane potential dye fluorescence; hits give high values | AID 2550 | 0.13% of 310,000 active | B-score at 10 µM;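 active = B-score of the integrated fluorescence ratio above library mean plus 3 SD, and starting fluorescence ratio within library mean plus 5 SD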;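 note: higher score means more depolarization so channel activation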
HIF activator = HIF pathway transcriptional activation; activation, % at 7.5 µM (by protocol); U2OS HRE-luciferase reporter, luminescence; normalized: DMSO 0%, desferrioxamine 100%; AID 1910; 0.32% of 300,000 active;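 active = mean activation of at least 10% of the iron chelator positive control signal, with at least half of replicates also reaching 10%; inconclusive = mean and replicate majority disagree about reaching 10%; inactive = mean and most replicates under 10%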
TRPC4 block = blocks the mouse TRPC4 cation channel; Q9QUQ5; HEK293 TRPC4beta/mu-opioid, DAMGO-evoked Fluo4 calcium flux; hits give low values; B-score at 10 µM; 0.39% of 300,000 active; AID 2247;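 active = B-score over 3 SD under the library average, no early fluorescence shift, positive overall ratio signal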
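material = TRPC4beta/mu-opioid receptor HEK293 cell line | probe or stimulus = sequential submaximal and maximal DAMGO stimulation | compound dosing = one concentration per compound | measured by = Fluo4 Ca2+ flux fluorescence | evaluation = integrated fluorescence ratio relative to baseline, converted to per-well B score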
TRPC4 act = opens the mouse TRPC4 cation channel; HEK293 TRPC4beta/mu-opioid, Fluo4 calcium fluorescence; hits give high values; B-score at 10 µM; 0.49% of 310,000 active; AID 2237;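 active = B-score above 5 SD of library B-scores, and initial fluorescence ratio not above library mean plus 5 SD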;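 note: positive B-score marks a calcium rise read as TRPC4 activation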
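Assay system – TRPC4beta and mu-opioid receptor HEK293 stable cells · Measured by – Fluo4 fluorescence, kinetic · Schedule – dye loading 45 min room temperature, 110 s kinetic read · Read-out – B-scored integrated calcium fluorescence ratio · Controls – buffer and maximal DAMGO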
MrgX1 ag = agonists of human MrgX1 receptor | AID 588627 | Q96LB2 | 0.44% of 310,000 active | MrgX1-HEK293 cells, Fluo-4 calcium fluorescence, agonist mode; hits give high values | B-score at 10 µM;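 active = calcium response B-score plate-corrected fluorescence ratio at least 3 library SD, with starting fluorescence B-score inside 5 SD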
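Material – MrgX1-expressing HEK293 cells · Input – 15,000 cells seeded per well · Dosing – compound as first of three additions · Times – overnight seeding, then 1 h dark dye loading · Measured by – kinetic Fluo-4 NW fluorescence of intracellular calcium · Read-out – B-scored fluorescence response ratio · Benchmarks – positive and negative control wells on each plate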
PolyA inh = yeast polyadenylation inhibition; AID 1875; S. cerevisiae SKY197-pL101 polyadenylation reporter, beta-gal luminescence; efflux-impaired pdr1/pdr3 knockout yeast; score 100 = 6 SD above DMSO; 0.02% of 300,000 active; calls only at 12 µM;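 active = lowest replicate activity score at least 50, where 100 means six control SD above control mean; inconclusive = lowest score under 50 but half or more replicates reach 50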;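 note: yeast exposed to compound for 9 h at 30 °C; higher score means more reporter readthrough which indicates perturbed polyadenylation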
MrgX1 antagonist = antagonists of human MrgX1 receptor; Q96LB2; MRGX1-HEK293 calcium flux, Fluo-4, BAM8-22 antagonism; hits give low values; B-score at 10 µM; 1.3% of 310,000 active; AID 588676;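 active = calcium-response B-score plate-corrected more than 3 library SD below zero, starting fluorescence within 5 deviations, no agonist response on first addition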;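 note: peak minus trough fluorescence over baseline after final BAM8-22 challenge near maximal dose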
TRPC6 inhibitor = blocks the mouse TRPC6 cation channel | Q61143 | HEK293-TRPC6, membrane potential dye, ACh-evoked depolarization; hits give low values | B-score at 10 µM | 1.1% of 310,000 active | AID 2553;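 active = B-score under library mean minus 3 SD, initial fluorescence not abnormally high, positive integrated signal ratio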;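 note: B-score derived from integrated fluorescence ratio over the kinetic read; more negative B-score means stronger inhibition of depolarization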
TRPC4 PAM = TRPC4 (mouse) allosteric potentiation; Q9QUQ5; HEK293 TRPC4beta/mu-opioid, DAMGO EC20, Fluo-4 Ca2+ flux; hits give high values; B-score at 10 µM; 0.42% of 310,000 active; AID 2227;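 active = B-score of calcium response area above 5 SD of library B-scores, with initial fluorescence ratio within 5 SD of library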;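 note: B-score of integrated fluorescence ratio over time as area under calcium response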
Numbers without * were called inactive; i = inactive; ? = inconclusive; / = no result given. An excerpt; rates above refer to the full screens.

SMILES | MrgX1 PAM | AI-2 QS mod | TRPC6 act | HIF activator | TRPC4 block | TRPC4 act | MrgX1 ag | PolyA inh | MrgX1 antagonist | TRPC6 inhibitor | TRPC4 PAM
CCOc1ccc(-c2nnn(CC#N)n2)cc1OC | i | 22 | i | 0.1 | i | i | i | i | i | i | i
COc1ccc(NC(=O)CSc2cc(C)ccc2C)cn1 | i | 2 | i | 0.0 | i | i | i | i | i | i | i
COc1ccc(NS(=O)(=O)c2ccc(C)c(C(=O)NCC(c3cccs3)N3CCOCC3)c2)cc1 (stereo not drawn) | i | 11 | i | -0.1 | i | i | i | i | i | i | i
Cc1cc(C)n(-c2ncc(-c3ccccc3)nn2)n1 | i | 24 | i | 1.7 | i | i | i | i | i | i | i
CCN(CC(=O)Nc1ccc(NC(C)=O)cc1)C(=O)C1COc2ccccc2O1 (stereo not drawn) | i | 16 | i | -0.4 | i | i | i | i | i | i | i
NC(=O)NCc1cccnc1 | i | 14 | i | 0.0 | i | i | i | i | i | i | i
O=C1S/C(=C\c2ccccc2)C(=O)N1CC(O)Cn1c2ccccc2c2ccccc21 (stereo not drawn) | i | -7 | i | -0.8 | i | i | i | i | i | i | i
CC(/C=C/c1ccco1)=N/NC(=O)CNc1ccccc1C | i | 5 | i | 0.0 | i | i | i | i | i | i | i
Cc1ccccc1C(=O)NCC(=O)NNC(=S)NC(=O)c1ccccc1C | i | 9 | i | -0.3 | i | i | i | i | i | i | i
Cc1c(NC(=O)c2cc(-c3ccc(F)cc3)on2)c(=O)n(-c2ccccc2)n1C | i | 4 | i | 0.6 | i | i | i | i | i | i | i
O=C(NCC1CCCO1)c1cc2n(n1)C(C(F)(F)F)CC(c1ccc(Br)cc1)N2 (stereo not drawn) | i | 5 | i | 0.0 | i | i | i | i | i | i | i
O=C1OCc2cc(NC(=O)C3COc4ccccc4O3)ccc21 (stereo not drawn) | i | -2 | i | 1.1 | i | i | i | i | i | i | i
CC1CCN(C(=O)Cn2cc(C(=O)c3ccco3)c3ccccc32)CC1 | i | 24 | i | -0.2 | i | i | i | i | i | i | i
O=C(Cc1ccc([N+](=O)[O-])cc1)c1c(O)cc(O)cc1O | i | -58 | i | 0.3 | i | i | i | i | i | -5.5* | i
COC(=O)Nc1ccc(S(=O)(=O)N2CCC(C(=O)N3CCC(C)CC3)CC2)cc1 | i | 19 | i | -0.6 | i | i | i | i | i | i | i
COC(=O)c1cn(NC(=O)C2CCC(C)CC2)c(=O)c2ccccc12 (stereo not drawn) | i | -1 | i | 0.0 | i | i | i | i | i | i | i
COc1ccc(CNC(=O)c2c(C)nc3ccccn23)cc1 | i | 24 | i | 0.6 | i | i | i | i | i | i | i
Fc1ccc(NCc2cccnc2)cc1F | i | -15 | i | -0.2 | i | i | i | i | i | i | i
CN(C)CCNS(=O)(=O)c1ccc(N2CCN(c3ccc(F)cc3)CC2)c([N+](=O)[O-])c1 | i | 10 | i | -0.9 | i | i | i | i | i | -7* | i
CCCc1cc(C(=O)Nc2cccc(Cl)c2C)no1 | i | 47 | i | 1.2 | i | i | i | i | i | i | i
Cc1cc(Br)ccc1SCC(=O)OCC(=O)c1c(N)n(C)c(=O)n(C)c1=O | i | 27 | i | 0.2 | i | i | i | i | i | i | i
COc1ccccc1-c1ccc(SCC(=O)Nc2cc(C)on2)nn1 | i | -41 | i | 2.7 | i | i | i | i | i | i | i
Cn1cccc1C(=O)NC(=O)COC(=O)CNS(=O)(=O)c1ccc(Br)cc1 | i | 11 | i | 0.4 | i | i | i | i | i | i | i
CCc1[nH]nc2c1C1(CCN(C(=O)OCc3ccccc3)CC1)C(C#N)=C(N)O2 | i | 6 | i | 0.3 | i | i | i | i | i | i | i
CN(C)/C=C/C(=O)c1cnc(-c2ccccc2Cl)s1 | i | 16 | i | 0.2 | i | i | i | i | i | i | i
Next results
SMILES | MrgX1 PAM | AI-2 QS mod | TRPC6 act | HIF activator | TRPC4 block | TRPC4 act | MrgX1 ag | PolyA inh | MrgX1 antagonist | TRPC6 inhibitor | TRPC4 PAM
CC1(C)Cc2c(sc3[nH]c(=S)[nH]c(=O)c23)CO1 | i | 22 | i | 0.2 | i | i | i | i | i | i | i
CCn1c(COc2ccccc2C)nnc1SCC(=O)NC1CCCC1 | i | 27 | i | -0.9 | i | i | i | i | i | i | i
O=C(CNCc1ccc(Cl)cc1)Nc1ccc2c(c1)OCCO2 | i | 12 | i | 5.0 | i | i | i | i | i | i | i
Cc1nn2c(=O)c3c4c(sc3nc2n1-c1ccccc1)COC(C)(C)C4 | i | 18 | i | -0.3 | i | i | i | i | i | i | i
Cc1cc(NC(=O)CCC(=O)N(CC(=O)NC2CCCC2)Cc2ccc(F)cc2)no1 | i | 35 | i | -0.4 | i | i | i | i | i | i | i
CC(C)CNC(=O)NC1C(NC(=O)NCC(C)C)N(C)C(=O)N1C (stereo not drawn) | i | 42 | i | -0.3 | i | i | i | i | i | i | i
O=C(Cc1ccccc1)NCC1OCCc2ccccc21 (stereo not drawn) | i | -23 | i | 0.8 | i | i | i | i | i | i | i
CC1CCc2sc(C(=O)N(C)CC(=O)Nc3ccc(N4CCOCC4)cc3)cc2C1 (stereo not drawn) | i | 21 | i | -0.3 | i | i | i | i | i | i | i
O=C1CCc2cc(S(=O)(=O)N3CCC(C(=O)NCc4ccccn4)CC3)ccc2N1 | i | 15 | i | / | i | i | i | i | i | i | i
COc1cccc(C2C(C#N)=C(N)Oc3cc(C)n(Cc4ccco4)c(=O)c32)c1 (stereo not drawn) | i | 25 | i | -0.4 | i | i | i | i | i | i | i
COc1cccc(NC(=O)Cn2cc(C=O)c3ccccc32)c1 | i | -6 | i | -0.4 | i | i | i | i | i | i | i
COc1ccc(C(=O)N/C(=C\c2cn(C)c3ccccc23)C(=O)OCCN(C)C)cc1 | i | 13 | i | 0.2 | i | i | i | i | i | -6.1* | i
Nc1nc(=S)c2ncn(C3OC(CO)C(O)C3O)c2[nH]1 (stereo not drawn) | i | 40 | i | -18 | i | i | i | i | i | i | i
O=C(N/N=C/c1cccc(O)c1)NC1CCCCC1 | i | 18 | i | 0.3 | i | i | i | i | i | i | i
COc1ccc(-n2c(SCC(=O)O)nc3sc4c(c3c2=O)CCC4)cc1 | i | 33 | i | 0.1 | i | i | i | i | i | i | i
N/C(CCS(=O)(=O)c1ccc(Cl)cc1)=N\OC(=O)c1ccccc1Cl | i | 3 | i | 0.3 | i | i | i | i | i | i | i
CCc1cccc2c1NC(=O)C21N2CCCC2C(C(=O)c2ccc3ccccc3c2)C12C(=O)Nc1ccccc12 (stereo not drawn) | i | 11 | i | 2.4 | i | i | i | i | i | i | i
CC(C)Nc1cc(N2CCCC2)ccc1[N+](=O)[O-] | i | 8 | i | -0.4 | i | i | i | i | i | i | i
Cc1ccc(S(=O)(=O)n2ccc(OC(=O)c3cccs3)n2)cc1 | i | ? | i | 0.1 | i | i | i | i | i | i | i
COc1cc(/C=C2\SC(=S)N(NC(=O)c3ccc(O)c(OC)c3)C2=O)ccc1O | i | 3 | i | -0.4 | i | i | i | i | i | i | i
CCN1CCN(S(=O)(=O)c2c(C)[nH]c(C)c2C(=O)N2CCCCC2)CC1 | i | 5 | i | -0.1 | i | i | i | i | i | i | i
Cc1ccccc1C(=O)c1cccn1CC(=O)NCCCc1ccccc1 | i | 13 | i | 0.1 | i | i | i | i | i | i | i
CC(NC(=O)c1cccnc1)C(c1cccs1)N1CCN(c2ccccc2F)CC1 (stereo not drawn) | i | 2 | i | -0.2 | i | i | i | i | i | i | i
CCOC(=O)c1sc(NC(=O)c2ccc(C)o2)nc1C | i | 13 | i | 1.2 | i | i | i | i | -8* | i | i
Cc1nnc(N(C)C(=O)c2cnccn2)s1 | i | 8 | i | -0.5 | i | i | i | i | i | i | i
(more compounds)
SMILES | MrgX1 PAM | AI-2 QS mod | TRPC6 act | HIF activator | TRPC4 block | TRPC4 act | MrgX1 ag | PolyA inh | MrgX1 antagonist | TRPC6 inhibitor | TRPC4 PAM
COc1ccc(CNC(=O)c2[nH]c(C)c(C(C)=O)c2C)cc1 | i | 12 | i | -0.1 | i | i | i | i | i | i | i
O=C(NCCN1Cc2ccccc2C1=O)c1cccs1 | i | -4 | i | 1.3 | i | i | i | i | i | i | i
Cc1ccc(-c2nnc(Oc3cccc(C)c3)c3ccccc23)cc1 | i | 30 | i | 0.7 | i | i | i | i | i | i | i
COc1cc2c(C(=O)N3CCN(c4ccccc4)CC3)c(C)oc2cc1Br | i | 54 | i | 0.6 | i | i | i | i | i | i | i
Nc1cnn(C2CCCO2)c(=O)n1 (stereo not drawn) | i | 23 | i | -0.4 | i | i | i | i | i | i | i
COc1ccc(N2C(=O)c3cccc4cccc(c34)C2=O)cc1 | i | 5 | i | -0.2 | i | i | i | i | i | i | i
CCC/C(O)=C1\C(=O)CC(C)(C)CC1=NCc1ccccc1 | i | 20 | i | 77* | i | i | i | i | i | i | i
O=C(CCS(=O)(=O)c1ccc(Br)s1)N1CCc2ccccc21 | i | 11 | i | -0.1 | i | i | i | i | i | i | i
Cc1nn(C)c(C(=O)N/N=C/c2cccc(Oc3ccccc3)c2)c1Br | i | 13 | i | -0.3 | i | i | i | i | i | i | i
Cc1cc(N(C)C)c(C#N)c(N2CCOCC2)n1 | i | -6 | i | -0.6 | i | i | i | i | i | i | i
COc1ccc(OCC(=O)N/N=C/c2cccc3cccnc23)cc1 | i | 21 | i | 1.6 | i | i | i | i | i | i | i
COc1ccc2oc(=O)c(C(=O)NCCc3ccc(OC)c(OC)c3)cc2c1 | i | 4 | i | 0.4 | i | i | i | i | i | i | i
CCOC(=O)c1ccc(-n2c(=S)sc3c(=O)[nH]c(C)nc32)cc1 | i | 19 | i | 2.1 | i | i | i | i | i | i | i
